DUSP3 inh: VHR1 phosphatase inhibitors, primary screen, biochemical, absorbance, uHTS | Dual specificity protein phosphatase 3 (Homo sapiens), P51452 | recombinant VHR phosphatase, pNPP absorbance | inhibition, % at 13.3 µM | 290,000 tested, 0.52% active; in the data active means inhibition above about 50%; further: some compounds called inactive have numbers as strong as hits
Target sequence (P51452 whole entry, looked up): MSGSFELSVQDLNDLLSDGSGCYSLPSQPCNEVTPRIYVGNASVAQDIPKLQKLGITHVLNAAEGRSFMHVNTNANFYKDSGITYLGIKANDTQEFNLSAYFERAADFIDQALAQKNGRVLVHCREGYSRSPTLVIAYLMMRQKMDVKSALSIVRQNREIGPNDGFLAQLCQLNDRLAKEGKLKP
TcdB inh: TcdB glycohydrolase inhibitors, primary screen, biochemical, single point, plate reader; 350,000 tested, 0.24% active; TcdB glycohydrolase enzymatic assay; Toxin B (Clostridioides difficile), P18177; inhibition, % at 9.99 µM; in the data active means inhibition above about 10%
PriA SSB inh: inhibitors of Klebsiella pneumoniae PriA binding to SSB C-terminal tail, primary screen, biochemical, AlphaScreen; PriA–SSB C-terminal tail interaction (Klebsiella pneumoniae); AlphaScreen SSBct-PriA binding, biotinylated peptide; 430,000 tested, 0.6% active; AID 1272365, 2023; inhibition, % at 33 µM; in the data active means inhibition mostly above about 37%, no sharp cut-off; inactive means mostly below about 20%;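 further: plate controls were negative control peptide for no effect and reference peptide for full effect; strong numbers were not always called active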
BoNT-A LC inh2: BoNT/A light chain protease inhibitors, primary screen, biochemical, flow cytometry, MLPCN library. 360,000 tested, 0.17% active. multiplex microsphere protease substrate cleavage. inhibition, % at 10 µM; further: plate controls were buffer without enzyme for full effect and enzyme alone for no effect
Vc quorum ag: inducers of Vibrio cholerae quorum light production without autoinducers, primary screen, BH1578 luxS cqsA deficient, single point. V. cholerae BH1578 lux reporter, luminescence, 6 h. activation, % at 18.7 µM. 350,000 tested, 0.16% active. AID 588436, 2011; in the data active means activation mostly above about 9.7%, no sharp cut-off; inconclusive means no clear call, values can overlap the other calls; inactive means mostly below about 3.7%; further: not every result past the cut was called active; inactives centre near 0; reference of the scale not given here
CCHFV vOTU inh: CCHFV vOTU protease inhibitors, primary screen, biochemical, Pep-AMC substrate, fluorescence; Crimean-Congo hemorrhagic fever virus L polyprotein viral ovarian tumor (vOTU) protease …; inhibition, % at 11.5 µM; 370,000 tested, 0.55% active; AID 651958, 2012; in the data active means inhibition above about 30%; further: 0% = vehicle wells with enzyme and 100% = no enzyme wells
Anthrax LF inh2: Bacillus anthracis LF protease inhibitors, primary screen, biochemical, multiplex microsphere, MLPCN library; Lethal factor (Bacillus anthracis), P15917; multiplex microsphere protease cleavage assay; inhibition, % at 10 µM; 360,000 tested, 0.12% active; AID 588501, 2011; further: plate controls were buffer without enzyme for full effect and enzyme alone for no effect
Target sequence (P15917 whole entry, looked up): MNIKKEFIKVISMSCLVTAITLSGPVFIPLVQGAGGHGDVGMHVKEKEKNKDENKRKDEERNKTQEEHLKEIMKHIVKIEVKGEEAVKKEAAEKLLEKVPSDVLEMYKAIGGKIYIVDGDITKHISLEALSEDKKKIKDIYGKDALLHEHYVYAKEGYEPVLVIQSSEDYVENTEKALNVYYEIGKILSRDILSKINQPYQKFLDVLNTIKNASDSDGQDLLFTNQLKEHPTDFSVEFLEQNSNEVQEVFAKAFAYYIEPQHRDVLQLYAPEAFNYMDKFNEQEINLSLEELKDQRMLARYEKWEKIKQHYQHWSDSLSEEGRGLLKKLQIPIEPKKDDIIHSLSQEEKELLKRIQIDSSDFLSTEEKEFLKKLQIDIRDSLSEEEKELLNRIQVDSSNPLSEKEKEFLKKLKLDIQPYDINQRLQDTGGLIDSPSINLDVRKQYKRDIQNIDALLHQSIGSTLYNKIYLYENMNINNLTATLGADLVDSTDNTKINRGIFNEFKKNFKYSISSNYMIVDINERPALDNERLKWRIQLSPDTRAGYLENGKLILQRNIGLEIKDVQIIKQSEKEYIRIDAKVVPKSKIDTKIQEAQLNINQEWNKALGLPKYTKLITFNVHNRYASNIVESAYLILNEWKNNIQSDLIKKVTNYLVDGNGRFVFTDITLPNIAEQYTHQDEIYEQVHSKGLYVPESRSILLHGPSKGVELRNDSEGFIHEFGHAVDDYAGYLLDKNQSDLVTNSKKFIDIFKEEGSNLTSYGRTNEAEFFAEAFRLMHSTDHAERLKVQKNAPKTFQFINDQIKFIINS
Yp Topo-I inh: Yersinia pestis topoisomerase I inhibitors, primary screen, biochemical, cleavage product accumulation, plate reader, single point; DNA topoisomerase I (Yersinia pestis CO92); Y. pestis Topo-I cleavage product accumulation; activity, % at 10 µM; 360,000 tested, 0.064% active; in the data active means activity above about 50%, passing the limit was not always enough; inconclusive means no clear call, values can overlap the other calls; further: inactives centre near 2
3CLpro inhibitor: SARS-CoV 3CLpro protease inhibitors, primary screen, biochemical, quenched FRET | Replicase polyprotein 1ab (Severe acute respiratory syndrome coronavirus), P0C6X7 | recombinant SARS-CoV 3CLpro, quenched FRET peptide cleavage | inhibition, % at 6 µM | 290,000 tested, 0.14% active; in the data active means inhibition above about 12%
PfHsp40 rescue: rescue of yeast from PfHsp40 toxicity, primary screen, S. cerevisiae, ATP luminescence | 340,000 tested, 0.68% active | AID 504582, 2011 | S. cerevisiae expressing PfHsp40, growth rescue | growth rescue, % at 12.5 µM; in the data active means growth rescue above about 28%, passing the limit was not always enough; inconclusive means no clear call, values can overlap the other calls;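 further: yeast W303a lacking pdr1 and pdr3 grown in galactose medium; growth measured after three days at 30 °C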
* hit, by the source's call; i = inactive; u = inconclusive; x = no result given; & = joins results of further samples. Unless noted, no stated cut-off is given here; in the data, active means inhibition above about 30%; inconclusive means no clear call, values can overlap the other calls; inactive means below that.

#	SMILES	Anthrax LF inh2	PfHsp40 rescue	3CLpro inhibitor	BoNT-A LC inh2	Vc quorum ag	Yp Topo-I inh	DUSP3 inh	CCHFV vOTU inh	PriA SSB inh	TcdB inh
1	COc1ccc([N+](=O)[O-])cc1NC(=O)c1ccco1	-4.1	1.2	1.0	0.5	0.7	0.7	5.6	10.8	-3.7	2.8
2	COc1ccc(C2Nc3ccccc3NC3=C2C(=O)CC(C)(C)C3)cc1OC (stereo unspecified)	-7.5	-0.8	-3.0	0.6	i	9.5	17.8	17.0	1.8	-0.2
3	COC(=O)c1cc(S(=O)(=O)N2CCCCC2)c[nH]1	2.7	0.4	-7.9	-0.5	-1.0	2.5	71.8	-1.3	-4.3	0.4
4	CCC(C)NCCOCCOc1ccc(Cl)c2ccccc12 (stereo unspecified)	-9.3	0.5	-3.1	-0.5	6.8	1.0	9.3	7.7	1.5	2.0
5	c1coc(-c2ccnc(-n3cccc3)n2)c1	-7.3	-1.0	-1.7	-0.7	-0.6	0.9	9.4	-9.9	-7.8	1.2
6	CCCCOP(=O)(OCCCC)C(O)c1ccc(Br)cc1 (stereo unspecified)	-3.2	1.6	0.6	-1.3	-0.3	16.4	16.9	10.2	0.8	x
7	CC(C)C(=O)Nc1ccc(O)c(-c2csc(N)n2)c1	-1.0	0.4	0.5	-0.2	-0.3	2.0	8.5	12.2	-9.1	6.3
8	COc1ccc(NC(=O)c2noc3c2CCC3)cc1	8.1	2.1	2.1	-0.3	i	1.7	18.8	11.0	-7.3	x
9	C/C(=N/OC(=O)c1ccc(Br)cc1)c1ccc(C)cc1	-6.0	1.7	0.6	-0.2	-1.0	12.7	-0.7	-19.6	x	0.1
10	CC1Oc2ccccc2N(CC(=O)NCCc2ccccc2)C1=O (stereo unspecified)	0.8	-0.5	-4.1	-11.3	0.6	-5.9	1.9	-4.2	-8.3	-6.1
11	Cc1cc(C(=O)COc2ncnc3sccc23)c(C)n1C1CC1	-3.1	7.4	-4.2	0.0	-5.0	-9.1	-0.7	17.9	17.9	2.5
12	CN1CCC(OC(=O)c2cc3cc(Br)ccc3oc2=O)CC1	-4.4	-0.1	2.1	-4.3	0.7	-0.8	43.1	11.7	9.1	2.1
13	O=C(Cn1cnc2c(nnn2Cc2ccc(Cl)cc2)c1=O)NCc1ccco1	-4.6	3.1	-2.8	-0.9	-0.7	11.7	4.2	9.0	-0.4	x
14	CC(=O)Nc1nn(C)c2nc(C)cc(C)c12	1.8	-1.1	-1.2	-0.7	1.1	2.7	-7.1	-15.4	-23.6	1.1
15	CC(=O)Nc1ccc(NC(=O)Nc2cccc(Cl)c2)cc1	8.0	-0.6	-2.2	-0.5	-0.5	2.8	-28.6	-0.6	-2.9	-1.5
16	Nc1c(C(=O)NCCN2CCOCC2)c2nc3ccccc3nc2n1-c1ccc2c(c1)OCO2	4.1	0.4	-1.1	u	2.0	26.9	-12.4	1.2	-12.6	x
17	CC(=O)CC(=O)Nc1ccc2ccccc2c1	-9.8	0.1	-0.1	0.9	-1.4	-9.0	7.2	-14.9	11.5	0.6
18	CCCCNC(=O)CCCCC(=O)N/N=C/c1cccc(Cl)c1	-0.4	-0.7	2.0	-0.5	-0.4	2.3	-0.9	11.1	x	x
19	Cc1ccc(NC(=O)c2c([N+](=O)[O-])c(C(C)(C)C)nn2C)cc1	-1.8	2.1	-4.7	-0.1	-0.2	4.3	-16.4	-2.5	-2.5	1.6
20	CC(C)(C)NC(=O)COC(=O)c1cc(Cl)ccc1[N+](=O)[O-]	-3.7	-1.4	3.8	0.2	-0.7	7.0	-13.3	1.4	7.0	-0.3
21	COC(=O)c1cc(S(=O)(=O)N2CCOCC2)c(N2CCOCC2)cc1N1CCOCC1	-1.5	-1.0	-1.3	-0.4	0.5	-1.6	-7.5	9.7	-12.9	x
22	CN(C)c1nc(-c2ccc([N+](=O)[O-])cc2)cs1	8.7	1.0	1.9	10.1	-0.4	1.0	17.5	2.8	3.5	x
23	Cc1nc2c(sc3nc(N4CCOCC4)c4c(c32)CC(C)(C)OC4)c(-c2ccc(Cl)cc2)c1C(=O)O	7.1	-0.2	2.5	10.4	i	-2.6	-17.0	5.7	-7.3	1.5
24	CCc1nc2c(OCC=C(C)C)cccn2c1N(C)C(=O)c1ccccc1F	-4.6	x	x	-0.7	-0.6	9.5	x	6.4	x	0.8
25	CC(C)C(c1nnnn1Cc1ccccc1)N(Cc1ccco1)Cc1cccs1 (stereo unspecified)	-3.2	2.8	-2.3	-0.2	0.6	38.2	21.3	-8.6	-6.0	x
26	Cc1ccc(C(=O)NCC(=O)Nc2ncccc2C)s1	-4.2	-1.0	x	3.5	-1.7	1.2	x	-1.3	x	1.5
27	Clc1ccc(-c2ncc3ccccn23)c(Cl)c1	-1.3	-0.2	1.8	2.0	-0.1	6.9	17.3	-4.6	27.0&-7.5	1.0
28	COc1ccc(NC(=S)N2CCc3ccccc3C2)cc1OC	-1.2	0.3	9.8	-0.5	-1.6	6.6	24.4	0.3	8.9	1.5
29	CCOC(=O)CC(NC(=O)c1ccco1)c1ccc(C)cc1 (stereo unspecified)	0.0	-1.2	-3.7	-0.3	-1.3	-0.1	26.3	-11.8	-7.5	x
30	CC(C)CNC(=O)CCCc1ccccc1	2.6	-0.1	3.6	0.3	-0.4	-5.4	24.0	-0.1	-20.2	x

Exported with values under each structure: four of the compounds above.
Every second line gives: Anthrax LF inh2	PfHsp40 rescue	3CLpro inhibitor	BoNT-A LC inh2	Vc quorum ag	Yp Topo-I inh	DUSP3 inh	CCHFV vOTU inh	PriA SSB inh	TcdB inh
#22 CN(C)c1nc(-c2ccc([N+](=O)[O-])cc2)cs1
  8.7	1.0	1.9	10.1	-0.4	1.0	17.5	2.8	3.5	x
#23 Cc1nc2c(sc3nc(N4CCOCC4)c4c(c32)CC(C)(C)OC4)c(-c2ccc(Cl)cc2)c1C(=O)O
  7.1	-0.2	2.5	10.4	i	-2.6	-17.0	5.7	-7.3	1.5
#24 CCc1nc2c(OCC=C(C)C)cccn2c1N(C)C(=O)c1ccccc1F
  -4.6	x	x	-0.7	-0.6	9.5	x	6.4	x	0.8
#25 CC(C)C(c1nnnn1Cc1ccccc1)N(Cc1ccco1)Cc1cccs1 (stereo unspecified)
  -3.2	2.8	-2.3	-0.2	0.6	38.2	21.3	-8.6	-6.0	x

Remaining list, next part.
#	SMILES	Anthrax LF inh2	PfHsp40 rescue	3CLpro inhibitor	BoNT-A LC inh2	Vc quorum ag	Yp Topo-I inh	DUSP3 inh	CCHFV vOTU inh	PriA SSB inh	TcdB inh
31	CNC(=O)c1cccc(NC(=O)c2ccccc2OCc2ccccc2)c1	8.7	0.4	-1.6	-5.1	-0.3	4.0	20.3	-1.2	-7.3	-0.8
32	COc1ccc(OC)c(C(C(=O)NCc2ccco2)N(C(=O)Cn2nnc3ccccc32)C(C)C)c1 (stereo unspecified)	-1.2	0.0	5.6	-0.8	0.3	2.8	-14.8	5.1	3.4	x
33	S=C(NCCN1CCOCC1)Nc1ccccc1Cl	-1.0	0.1	0.8	-0.7	-0.4	0.2	14.6	-5.3	4.0	0.5
34	C(=N\n1cnnc1)/c1cccs1	-1.2	-1.7	-1.4	0.4	i	-0.1	31.3	-4.5	i	0.6
35	CCCN(CC1CC1)c1nc(N)c(C#N)c(CC#N)c1C#N	-0.1	0.2	9.1	0.3	-1.0	1.9	2.1	5.7	-7.5	x
36	CCOc1ccc(N(CC(=O)NCc2ccc3c(c2)OCO3)C(=O)c2csnn2)cc1	1.5	0.2	-3.5	-0.6	-0.3	-0.7	39.0	-4.4	-10.4	1.6
37	O=C(Nc1nc2ccccc2s1)C1CC(=O)N(c2ccccc2)C1 (stereo unspecified)	7.4	0.1	-2.3	0.4	i	4.1	-12.4	-1.6	-5.5	x
38	COc1ccc(NC(=O)C2CCCN(C(=O)c3ccc(Cl)cc3)C2)cc1Cl (stereo unspecified)	-0.2	0.5	x	1.0	-2.6	7.3	x	-1.8	-16.3	2.3
39	COc1ccc(OC)c(-c2csc(N(C)C(=O)c3ccco3)n2)c1	-10.0	-0.5	-2.3	-3.8	-0.3	-2.9	17.9	-11.9	-15.4	-0.3
40	COc1ccc(S(=O)(=O)N2CCN(C(=O)CN3C(=O)NC(C)(c4ccc5ccccc5c4)C3=O)CC2)cc1 (stereo unspecified)	-5.3	0.3	x	0.1	i	7.7	x	-1.3	3.2	0.7
41	COc1ccc2[nH]c(=O)c(CNc3cccc(C)c3)cc2c1	-1.6	-0.1	2.8	1.0	i	8.4	-2.4	-5.5	10.1	x
42	O=C(O)CSc1nc2ccccc2nc1Cc1ccccc1F	-8.2	-0.1	2.0	-3.0	i	4.5	-10.3	-3.2	-7.3	-7.1
43	Clc1ccccc1-c1nc2nc3ccccc3nc2n1-c1ccc2c(c1)OCO2	3.1	0.0	0.2	0.6	-0.3	17.5	8.1	4.5	-20.2	0.0
44	Cc1cccc(C)c1NC(=O)CN(C)C(=O)c1cc([N+](=O)[O-])ccc1N1CCOCC1	-0.7	-0.1	-3.9	0.6	i	-0.4	-4.0	22.0	0.2	-0.2
45	COc1ccc(CN(C)C(=O)COC(=O)c2cc([N+](=O)[O-])ccc2N2CCCC2)c(OC)c1OC	1.3	0.1	x	0.3	0.5	23.4	x	5.2	13.7	0.8
46	Nc1nnc(CCCCCc2nnc(N)s2)s1	-0.4	-0.2	3.8	-0.3	i	14.0	7.2	3.5	-13.4	1.0
47	O=C1CC(C(=O)N2CCc3ccccc32)CN1c1ccc(F)cc1 (stereo unspecified)	1.8	0.8	-2.5	-0.5	-9.4	12.0	26.3	8.9	0.9	0.7
48	COC(=O)c1ccc(C2C(C(=O)c3cc4ccccc4o3)=C(O)C(=O)N2c2cc(C)on2)cc1 (stereo unspecified)	-0.3	2.2	4.2	3.8	-0.2	41.8	1.1	4.6	-5.7	1.7

Compounds listed so far containing an NH in an aromatic ring, in the order listed:
#	SMILES	Anthrax LF inh2	PfHsp40 rescue	3CLpro inhibitor	BoNT-A LC inh2	Vc quorum ag	Yp Topo-I inh	DUSP3 inh	CCHFV vOTU inh	PriA SSB inh	TcdB inh
3	COC(=O)c1cc(S(=O)(=O)N2CCCCC2)c[nH]1	2.7	0.4	-7.9	-0.5	-1.0	2.5	71.8	-1.3	-4.3	0.4
41	COc1ccc2[nH]c(=O)c(CNc3cccc(C)c3)cc2c1	-1.6	-0.1	2.8	1.0	i	8.4	-2.4	-5.5	10.1	x

Quoted from the listing.
PriA SSB inh, compound 35 reads -7.5
Yp Topo-I inh, compound 47 reads 12.0
Vc quorum ag, compound 33 reads -0.4

Screening data deposited in PubChem BioAssay by several laboratories.

An excerpt (hit frequency here may not be typical).
